RAM network inh – blocks the yeast RAM network; S. cerevisiae dse1pr::URA3 reporter, 5-FOA growth OD615, 2 d; analog-sensitive cbk1-as2 kinase mutant strain; inhibition, % at 50 µM; hit rate 1.8% among 190,000;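 active = inhibition above a set limit, 3 SD over mean compound inhibition, cut at about 8.4% in these data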;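 note: 0% = DMSO-only wells with no growth and 100% = 10 µM 1-NA-PP1 full growth; inhibition rescues growth on 5-FOA so higher OD means more RAM inhibition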
FLuc inhib CS – counter-screen for luciferase assay inhibitors: firefly luciferase inhibition | hit rate 1.5% among 200,000 | inhibition, % at 10 µM | ATPLite firefly luciferase biochemical luminescence, 10 min | AID 1006;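 active = inhibition above about 50% when tested at 10 µM, limit read from the data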
Target sequence (P08659 whole entry, looked up): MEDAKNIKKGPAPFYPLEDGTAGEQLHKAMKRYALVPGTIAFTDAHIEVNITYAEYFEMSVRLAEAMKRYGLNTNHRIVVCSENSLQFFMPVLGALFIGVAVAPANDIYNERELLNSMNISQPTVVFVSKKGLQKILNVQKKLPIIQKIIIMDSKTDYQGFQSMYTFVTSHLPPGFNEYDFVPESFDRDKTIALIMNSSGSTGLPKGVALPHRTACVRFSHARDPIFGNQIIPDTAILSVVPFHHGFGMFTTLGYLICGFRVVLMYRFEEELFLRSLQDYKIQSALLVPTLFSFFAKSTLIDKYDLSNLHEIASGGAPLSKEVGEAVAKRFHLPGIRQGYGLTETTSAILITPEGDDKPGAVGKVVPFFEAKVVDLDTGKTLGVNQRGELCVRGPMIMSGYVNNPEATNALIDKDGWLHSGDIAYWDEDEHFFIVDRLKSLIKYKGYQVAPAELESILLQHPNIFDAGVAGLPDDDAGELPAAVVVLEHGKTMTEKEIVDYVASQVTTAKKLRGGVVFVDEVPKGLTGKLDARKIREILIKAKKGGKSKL
STAT1 activator – increases IFN-gamma driven STAT1 reporter signal | NIH 3T3 STAT1-luciferase reporter, luminescence; 100% = IFN-gamma alone, no compound | activation (% of control), % at 5.5 µM | hit rate 2.6% among 200,000 | AID 932;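 active = activation above the screen-wide mean activation plus 3 SD, cut at about 130% in these data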;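 note: raw ratio to IFN-gamma control signal so 100% means no change and 0% no light; values of inactives mirror those of a sister screen read the other way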
STAT3 blocker – inhibitors of IL-6 induced STAT3 signaling; U3A cells, IL-6 STAT3-luciferase reporter, luminescence; host cell line lacks STAT1; inhibition, % at 5.5 µM; hit rate 0.89% among 190,000;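 active = inhibition above the mean inhibition across all screened compounds plus 3 SD, cut at about 44% in these data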;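 note: 0% = DMSO only wells and 100% = 100 µM nifuroxazide control wells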
Hsp70 activator – switches on Hsp70 transcription; HeLa Hsp70 promoter luciferase reporter, luminescence; scaled: vehicle 0, proteasome-inhibitor control 100%; activation, % at 10 µM; AID 1203; hit rate 0.04% among 200,000;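 active = activation above the mean across all tested compounds plus 3 SD, cutoff set per campaign, cut at about 5.5% in these data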;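 note: 100% = MG132 at 30 µM as the positive control and 0% = DMSO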
APP 5'UTR act – activates APP 5'UTR luciferase reporter | SH-SY5Y APP 5'UTR luciferase reporter, luminescence; zero percent = DMSO vehicle wells | AID 1276 | hit rate 1% among 190,000 | activation, % at 2 µM;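 active = activation above a set limit, based on mean plus 3 SD of controls, cut at about 140% in these data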; note: values of inactives mirror those of a sister screen read the other way
STAT3 act – STAT3 signaling activation | U3A cells, IL-6 STAT3-luciferase reporter, luminescence; 100% = signal with IL-6 EC80 alone | activation (% of control), % at 5.6 µM | hit rate 0.91% among 190,000 | AID 871;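 active = activation above the screen-wide mean of compound activation plus 3 SD, cut at about 130% in these data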;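 note: 0% = background luminescence of wells with medium and substrate only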
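Material: STAT1-lacking human U3A cells, STAT3 luciferase reporter | Benchmarks: IL-6-only wells as 100% reference | Probe or stimulus: IL-6 (33 ng/mL) | Timing: Compound 1 h, then IL-6 6 h at 37 °C | Detection: Luminescence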
NF-kB expr up – raises NF-kB expression in human neuronal cells | NF-kB reporter expression; active compounds read high | fold change at 12.5 µM | hit rate 1.6% among 190,000 | AID 1239; in the data active = fold change above about 3.3
APP 5UTR inh – APP translation inhibition; SH-SY5Y APP 5'UTR-luciferase reporter, luminescence; inhibition, % at 2 µM; hit rate 0.82% among 190,000; AID 1285;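 active = inhibition above a set limit, derived from the sample mean plus 3 SD, cut at about 45% in these data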; note: values of inactives mirror those of a sister screen read the other way
STAT1 inh – inhibitors of IFN-gamma induced STAT1 signaling; inhibition, % at 5.5 µM; hit rate 0.35% among 200,000; NIH 3T3 STAT1-luciferase reporter, luminescence;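 active = inhibition above a set limit, the mean inhibition across all tested compounds plus 3 SD, cut at about 34% in these data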;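 note: 0% = IFN-gamma with DMSO and 100% = IFN-gamma with 300 µM nifuroxazide; values of inactives mirror those of a sister screen read the other way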
Starred values were filed as active, the others as inactive. Not a hit list. About 7.7% of those tested had a hit in this group.

For COc1ccc(Nc2nc(C)cc(=O)[nH]2)cc1 the results were RAM network inh 0.1, FLuc inhib CS 3, STAT1 activator 94, STAT3 blocker 1, Hsp70 activator -0.5, APP 5'UTR act 8, STAT3 act 105, NF-kB expr up 0.94, APP 5UTR inh -8 and STAT1 inh 6.
For CC(C(=O)NCCCc1ccccc1)c1ccc([N+](=O)[O-])cc1 (stereo unspecified) the results were RAM network inh 1.8, FLuc inhib CS -5, STAT1 activator 101, STAT3 blocker 10, Hsp70 activator 0.1, APP 5'UTR act 20, STAT3 act 102, NF-kB expr up 1.1, APP 5UTR inh -20 and STAT1 inh -2.
Screening CCCCNC(=O)N1CCN(c2ncccn2)CC1 returned RAM network inh 2.1, FLuc inhib CS -3, STAT1 activator 105, STAT3 blocker 9, Hsp70 activator -0.2, APP 5'UTR act -10, STAT3 act 96, NF-kB expr up 1.4, APP 5UTR inh 10 and STAT1 inh -5.
`Cc1cc(C)cc(N(C(=O)c2ccc3c(c2)OCO3)C2C=CS(=O)(=O)C2)c1` (stereo unspecified) gave RAM network inh 0.5, FLuc inhib CS -1, STAT1 activator 99, STAT3 blocker 5, Hsp70 activator -0.3, APP 5'UTR act 1, STAT3 act 99, NF-kB expr up 2, APP 5UTR inh -1 and STAT1 inh 2.
`CCCCCCC1CCC(C(=O)N2CCOCC2)CC1` (stereo unspecified) gave RAM network inh -1.1, FLuc inhib CS -10, STAT1 activator 93, STAT3 blocker 11, Hsp70 activator -0.2, APP 5'UTR act 21, STAT3 act 101, NF-kB expr up 0.99, APP 5UTR inh -21 and STAT1 inh 7.
`CCNc1nc2nc3ccc(C)cn3c(=O)c2cc1C(=O)NCC1CCCO1` (stereo unspecified) gave RAM network inh 1.8, FLuc inhib CS -7, STAT1 activator 126, STAT3 blocker 7, Hsp70 activator 0.3, APP 5'UTR act 6, STAT3 act 100, NF-kB expr up 1.4, APP 5UTR inh -6 and STAT1 inh -31.
Screening COCc1nnc(NC(=O)c2cc(OC)c(OC)cc2[N+](=O)[O-])s1 returned RAM network inh 1.3, FLuc inhib CS -6, STAT1 activator 99, STAT3 blocker -3, Hsp70 activator -0.2, APP 5'UTR act 0, STAT3 act 101, NF-kB expr up 1.5, APP 5UTR inh 0 and STAT1 inh 2.
COC(=O)CSc1nnc(CCc2nc3ccccc3[nH]2)n1C was read as RAM network inh 1.8, FLuc inhib CS -2, STAT1 activator 94, STAT3 blocker -16, Hsp70 activator -0.3, APP 5'UTR act 4, STAT3 act 116, NF-kB expr up 1.1, APP 5UTR inh -4 and STAT1 inh 6.
For COCCNC(=O)C(c1ccc(Cl)cc1)N(C(=O)Cn1nnc2ccccc21)c1cccnc1 (stereo unspecified) the results were RAM network inh 6.2, FLuc inhib CS -4, STAT1 activator 104, STAT3 blocker -4, Hsp70 activator -0.3, APP 5'UTR act 1, STAT3 act 105, NF-kB expr up 1.1, APP 5UTR inh -1 and STAT1 inh -4.
Screening CCN(Cc1ccncc1)C(=S)Nc1c(C)cccc1C returned RAM network inh 1.5, FLuc inhib CS -2, STAT1 activator 87, STAT3 blocker -8, Hsp70 activator -0.1, APP 5'UTR act 3, STAT3 act 107, NF-kB expr up 1.2, APP 5UTR inh -3 and STAT1 inh 15.
For Cc1ccc(-n2c(SCC(=O)N(C)C3CCS(=O)(=O)C3)nc3ccccc3c2=O)cc1 (stereo unspecified) the results were RAM network inh 1.9, FLuc inhib CS -11, STAT1 activator 98, STAT3 blocker 19, Hsp70 activator -0.2, APP 5'UTR act -5, STAT3 act 88, NF-kB expr up 0.96, APP 5UTR inh 4 and STAT1 inh 2.
COc1ccc(C(=O)COC(=O)C(CCCCN2C(=O)C3C4C=CC(C4)C3C2=O)N2C(=O)C3C4C=CC(C4)C3C2=O)cc1 (stereo unspecified) was read as RAM network inh 1.6, FLuc inhib CS -7, STAT1 activator 93, STAT3 blocker -6, Hsp70 activator -0.7, APP 5'UTR act 21, STAT3 act 106, NF-kB expr up 0.36, APP 5UTR inh -21 and STAT1 inh 5.
For O=C(NN=C(Cc1ccccc1)Cc1ccccc1)c1ccccc1F the results were RAM network inh -0.4, FLuc inhib CS -1, STAT1 activator 122, STAT3 blocker -1, Hsp70 activator 0.5, APP 5'UTR act 0, STAT3 act 102, NF-kB expr up 1, APP 5UTR inh 0 and STAT1 inh -27.
Screening NC(=O)c1ccc(Oc2ccc(Cl)c3ccccc23)c([N+](=O)[O-])c1 returned RAM network inh 0.3, FLuc inhib CS -6, STAT1 activator 97, STAT3 blocker -4, Hsp70 activator -0.4, APP 5'UTR act -1, STAT3 act 105, NF-kB expr up 0.97, APP 5UTR inh 1 and STAT1 inh 3.
Screening COc1ccc(-c2coc3cc(OC)cc(OC)c3c2=O)cc1 returned RAM network inh -0.5, FLuc inhib CS 4, STAT1 activator 128, Hsp70 activator -0.2, APP 5'UTR act 27, NF-kB expr up 1.8, APP 5UTR inh -27 and STAT1 inh -32.

In the list so far, these have a nitro group on carbon.
For CC(C(=O)NCCCc1ccccc1)c1ccc([N+](=O)[O-])cc1 (stereo unspecified) the results were RAM network inh 1.8, FLuc inhib CS -5, STAT1 activator 101, STAT3 blocker 10, Hsp70 activator 0.1, APP 5'UTR act 20, STAT3 act 102, NF-kB expr up 1.1, APP 5UTR inh -20 and STAT1 inh -2.
Screening COCc1nnc(NC(=O)c2cc(OC)c(OC)cc2[N+](=O)[O-])s1 returned RAM network inh 1.3, FLuc inhib CS -6, STAT1 activator 99, STAT3 blocker -3, Hsp70 activator -0.2, APP 5'UTR act 0, STAT3 act 101, NF-kB expr up 1.5, APP 5UTR inh 0 and STAT1 inh 2.
Screening NC(=O)c1ccc(Oc2ccc(Cl)c3ccccc23)c([N+](=O)[O-])c1 returned RAM network inh 0.3, FLuc inhib CS -6, STAT1 activator 97, STAT3 blocker -4, Hsp70 activator -0.4, APP 5'UTR act -1, STAT3 act 105, NF-kB expr up 0.97, APP 5UTR inh 1 and STAT1 inh 3.

Next section
For CCCCNC(=O)c1onc(CSc2ccc(C)c(C)c2)c1C(=O)O the results were RAM network inh 5.6, FLuc inhib CS -12, STAT1 activator 93, STAT3 blocker 4, Hsp70 activator -0.1, APP 5'UTR act -12, STAT3 act 103, NF-kB expr up 1.1, APP 5UTR inh 12 and STAT1 inh 7.
Screening CCN1CCN(Cc2ccc(NC(=O)Nc3cccs3)cc2)CC1 returned RAM network inh 0.0, FLuc inhib CS 74*, STAT1 activator 121, STAT3 blocker -4, Hsp70 activator 0.0, APP 5'UTR act 75, STAT3 act 106, NF-kB expr up 1.2, APP 5UTR inh -75 and STAT1 inh -23.
For COc1ccc(N2CCN(C(=O)c3nc4nc(C)cc(C)n4n3)CC2)cc1 the results were RAM network inh 0.6, FLuc inhib CS -4, STAT1 activator 102, STAT3 blocker -2, Hsp70 activator -0.4, APP 5'UTR act 10, STAT3 act 104, NF-kB expr up 1.2, APP 5UTR inh -10 and STAT1 inh -2.
For C/C(=N\Nc1nc(-c2ccccc2O)nc2ccccc12)c1ccccc1 the results were RAM network inh 6.0, FLuc inhib CS 34, STAT1 activator 106, STAT3 blocker 6, Hsp70 activator 0.1, APP 5'UTR act 13, STAT3 act 99, NF-kB expr up 0.95, APP 5UTR inh -13 and STAT1 inh -8.
For COC(=O)c1c(C)oc2ccc(N(C(=O)Oc3ccccc3)S(=O)(=O)c3ccccc3)cc12 the results were RAM network inh 2.8, FLuc inhib CS -8, STAT1 activator 94, STAT3 blocker 5, Hsp70 activator -0.2, APP 5'UTR act 0, STAT3 act 99, NF-kB expr up 0.59, APP 5UTR inh 0 and STAT1 inh 6.
Screening CC1(C)CC(=O)C(C#N)=C(NCCCO)C1 returned RAM network inh -0.1, FLuc inhib CS 0, STAT1 activator 107, STAT3 blocker -4, Hsp70 activator 0.2, APP 5'UTR act 24, STAT3 act 105, NF-kB expr up 1.2, APP 5UTR inh -24 and STAT1 inh -8.
CCN(CC)CCCSc1nc2ccccc2s1 was read as RAM network inh 1.3, FLuc inhib CS -3, STAT1 activator 113, STAT3 blocker 6, Hsp70 activator 0.3, APP 5'UTR act 15, STAT3 act 98, NF-kB expr up 1.5, APP 5UTR inh -15 and STAT1 inh -16.
Screening O=C(NC1CC1)C1CCN(C2CCN(C(=O)/C=C/c3cccc(F)c3F)CC2)CC1 returned RAM network inh 1.7, FLuc inhib CS -5, STAT1 activator 106, STAT3 blocker -4, Hsp70 activator -0.2, APP 5'UTR act -7, STAT3 act 107, NF-kB expr up 1.2, APP 5UTR inh 7 and STAT1 inh -8.
Nc1nnc(SCC(=O)c2ccc3c(c2)NC(=O)CO3)s1 was read as RAM network inh 1.4, FLuc inhib CS -4, STAT1 activator 108, STAT3 blocker -10, Hsp70 activator -0.1, APP 5'UTR act 5, STAT3 act 113, APP 5UTR inh -5 and STAT1 inh -10.
For C=CCNC(NC(=O)c1ccccc1)(C(=O)OCC)C(F)(F)F (stereo unspecified) the results were RAM network inh 0.5, FLuc inhib CS -8, STAT1 activator 89, STAT3 blocker 4, Hsp70 activator 0.0, APP 5'UTR act 1, STAT3 act 100, NF-kB expr up 1.4, APP 5UTR inh -1 and STAT1 inh 12.
N#Cc1ccc(NC(=S)Nc2ccccc2)cc1 was read as RAM network inh 0.0, FLuc inhib CS -3, STAT1 activator 88, STAT3 blocker -2, Hsp70 activator -0.3, APP 5'UTR act 11, STAT3 act 100, NF-kB expr up 1.2, APP 5UTR inh -11 and STAT1 inh 14.
Screening Cc1cc(NC(=O)C2CC(c3ccc(Cl)cc3)=NO2)no1 (stereo unspecified) returned RAM network inh 1.1, FLuc inhib CS -4, STAT1 activator 103, STAT3 blocker 0, Hsp70 activator 0.0, APP 5'UTR act 13, STAT3 act 103, NF-kB expr up 1, APP 5UTR inh -13 and STAT1 inh -4.
For CN(C)CCCN(C(=O)CCOc1ccccc1)c1nc2c(F)cccc2s1 the results were RAM network inh 1.1, FLuc inhib CS -8, STAT1 activator 86, STAT3 blocker 14, Hsp70 activator -0.2, APP 5'UTR act -33, STAT3 act 92, NF-kB expr up 1.4, APP 5UTR inh 34 and STAT1 inh 12.
`COc1ccc(CNc2ncnc3cc(OC)c(OC)cc23)cc1` gave RAM network inh 1.9, FLuc inhib CS 6, STAT1 activator 93, STAT3 blocker -1, Hsp70 activator 0.1, APP 5'UTR act 24, STAT3 act 106, NF-kB expr up 0.82, APP 5UTR inh -24 and STAT1 inh 8.
For CN(CC(=O)NCCc1ccccc1)S(=O)(=O)c1cccs1 the results were RAM network inh -0.1, FLuc inhib CS -4, STAT1 activator 101, STAT3 blocker -4, Hsp70 activator -0.1, APP 5'UTR act 6, STAT3 act 108, NF-kB expr up 1.6, APP 5UTR inh -6 and STAT1 inh -1.
Screening COc1ccccc1OCCCC(=O)Nc1ccc([N+](=O)[O-])cc1Br returned RAM network inh 4.4, FLuc inhib CS -1, STAT1 activator 89, STAT3 blocker 9, Hsp70 activator 0.2, APP 5'UTR act 6, STAT3 act 100, NF-kB expr up 0.76, APP 5UTR inh -6 and STAT1 inh 12.
`CCCCNC(=O)/C=C/c1ccc(OC)c(Br)c1` gave RAM network inh 9.6*, FLuc inhib CS 1, STAT1 activator 100, STAT3 blocker 25, Hsp70 activator 0.1, APP 5'UTR act -17, STAT3 act 83, NF-kB expr up 1.2, APP 5UTR inh 17 and STAT1 inh 0.

High-throughput results: PubChem, several laboratories
